GRK2 inh – human GRK2 inhibition via aptamer displacement; P25098; bead flow cytometry, FAM-aptamer displacement from GRK2; inhibition of aptamer binding, % at 10 µM; 330,000 compounds, 0.59% hits; AID 488847;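 active = inhibition of aptamer binding above 40%, roughly 3 SD of noise, on plates passing a quality check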;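 also: median bead fluorescence of bound FAM aptamer so fluorescent compounds give negative values; no value below 0 was filed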
Target sequence (P25098 whole entry, looked up): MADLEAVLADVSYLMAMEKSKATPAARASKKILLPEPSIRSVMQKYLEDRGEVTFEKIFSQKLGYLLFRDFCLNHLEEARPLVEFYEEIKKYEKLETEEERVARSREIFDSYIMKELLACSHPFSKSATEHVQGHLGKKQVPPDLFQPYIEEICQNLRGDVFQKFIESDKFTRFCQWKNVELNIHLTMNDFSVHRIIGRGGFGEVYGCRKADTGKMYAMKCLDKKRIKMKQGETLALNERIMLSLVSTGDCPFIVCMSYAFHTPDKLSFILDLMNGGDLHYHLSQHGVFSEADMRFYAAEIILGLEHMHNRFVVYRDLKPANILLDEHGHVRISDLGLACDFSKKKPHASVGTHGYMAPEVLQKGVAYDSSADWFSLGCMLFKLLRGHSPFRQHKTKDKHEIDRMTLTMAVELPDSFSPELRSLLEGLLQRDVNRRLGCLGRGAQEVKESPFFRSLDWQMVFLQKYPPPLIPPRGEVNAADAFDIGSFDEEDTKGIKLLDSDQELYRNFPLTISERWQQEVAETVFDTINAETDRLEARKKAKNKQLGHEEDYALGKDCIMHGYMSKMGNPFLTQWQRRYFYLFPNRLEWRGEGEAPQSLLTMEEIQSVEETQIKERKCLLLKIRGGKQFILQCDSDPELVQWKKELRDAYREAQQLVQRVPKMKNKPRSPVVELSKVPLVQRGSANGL
GLD-1 TGE inh – GLD-1-TGE RNA interaction inhibition (C. elegans); Q17339; purified GLD-1 + fluorescein TGE RNA, fluorescence polarization; inhibition, % at 5.96 µM; 320,000 compounds, 0.44% hits;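 active = percent inhibition above a per-plate cutoff, the plate mean of test compounds plus 3 SD, cut at about 30% in these data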;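 also: 0% = DMSO wells with GLD-1 and probe and 100% = wells lacking GLD-1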
VLA-4 inh – inhibition in a human VLA-4 binding assay | VLA-4 expressing cells, ligand binding flow cytometry | inhibition, % (about 7 µM as worked out from the volumes in the protocol) | 330,000 compounds, 0.2% hits | AID 2557; in the data active = inhibition above about 50%
MEX-5 binding – C. elegans MEX-5 TCR-2 RNA binding activity. MEX-5/FITC-TCR2 RNA binding, fluorescence polarization; active compounds read low. activity score (negative = inhibition of binding), % at 10 µM. 300,000 compounds, 0.38% hits;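 active = inhibition past about -25% in most replicates, and total fluorescence under double the plate's negative control median, limit read from the data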;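 also: 0% = DMSO and -100% = 5 µM competing unlabeled TCR2 RNA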
BCLXL inh – blocks human Bcl-xL binding to Bim BH3 peptide. Q07817. GST-Bcl-xL / FITC-Bim BH3 peptide fluorescence polarization. inhibition, % at 10.9 µM. 320,000 compounds, 0.7% hits. AID 2129;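 active = inhibition above the mean of all tested compounds plus 3 SD, cutoff set per campaign, cut at about 30% in these data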;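 also: 0% = DMSO wells and 100% = unlabeled Bim-BH3 peptide competitor; inhibitors lower millipolarization by displacing the labeled peptide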
Target sequence (Q07817 whole entry, looked up): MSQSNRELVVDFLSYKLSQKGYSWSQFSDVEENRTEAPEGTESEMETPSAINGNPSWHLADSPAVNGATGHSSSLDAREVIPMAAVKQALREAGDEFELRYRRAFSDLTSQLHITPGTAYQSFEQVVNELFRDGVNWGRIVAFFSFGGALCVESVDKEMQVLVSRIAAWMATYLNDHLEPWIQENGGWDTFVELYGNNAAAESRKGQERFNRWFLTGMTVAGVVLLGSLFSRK
Fam108B inh – Fam108B inhibition, counter-screen for RBBP9 inhibitors; inhibition, % at 9.51 µM; recombinant Fam108B, FP-Rh probe fluorescence polarization; AID 1947; 300,000 compounds, 0.33% hits;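 active = inhibition above the screen mean inhibition plus 3 SD, computed separately per campaign, cut at about 18% in these data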;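 also: inhibitors lower polarization as less probe binds the enzyme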
AGP1 TOR yeast – alters AGP1-GFP fluorescence in TOR pathway yeast screen. S. cerevisiae AGP1-GFP multiplex flow cytometry, 3 h; GFP as percent of DMSO wells. GFP response vs DMSO, % at 10 µM. 320,000 compounds, 0.02% hits;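 active = GFP response relative to DMSO above a set limit, near screen average plus 3 SD, cut at about 150% in these data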;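 also: median GFP channel fluorescence of the gated AGP1 strain per well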
CIT2 TOR yeast – yeast TOR pathway CIT2-GFP modulation; 320,000 compounds, 0.065% hits; AID 2029; S. cerevisiae CIT2-GFP strain, flow cytometry, 3 h; 100 means same as DMSO wells; GFP response vs DMSO, % at 10 µM;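 active = GFP response relative to DMSO above a set limit, near the screen mean plus 3 SD, cut at about 150% in these data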;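 also: ratio of well median GFP fluorescence to mean of DMSO wells on the plate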
MCL1-BIM inh – disrupts human MCL1 binding to BIM-BH3 peptide | Q07820 | GST-MCL1 / FITC-Bim-BH3 fluorescence polarization | inhibition, % at 10.9 µM | 320,000 compounds, 0.68% hits;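 active = inhibition above the mean inhibition of all tested compounds plus 3 SD, set per campaign, cut at about 40% in these data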;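 also: 0% = DMSO wells and 100% = unlabeled Bim-BH3 peptide control; higher means more loss of mP so more displacement of Bim peptide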
An asterisk follows results filed as active; i = inactive; · = no result given.

SMILES,MCL1-BIM inh,Fam108B inh,GLD-1 TGE inh,GRK2 inh,BCLXL inh,AGP1 TOR yeast,MEX-5 binding,CIT2 TOR yeast,VLA-4 inh
Cc1nc(C(=O)NNC(=O)c2ccccc2Cl)c(C(F)(F)F)o1,10,1,-2,0,9,100,0.2,94,-8
O=C(Nc1ccc(Cl)cn1)C1CCN(S(=O)(=O)c2cccs2)CC1,13,-3,6,1,9,106,2.5,109,-1
O=C(COC(=O)c1cccc(NS(=O)(=O)c2ccc(F)c(F)c2)c1)NC(=O)NC1CCCC1,-6,-7,4,0,-6,94,-4.9,94,-38
CCOC(=O)c1cn(-c2ccc(F)c(F)c2F)c2c(F)c(F)c(F)cc2c1=O,3,7,6,2,6,99,1.2,101,7
C=CCNC(=S)N/N=C(\C)c1ccccn1,8,1,0,1,8,107,2.6,119,5
NC(=O)c1ccc(NC(=O)COC(=O)C2COc3ccccc3O2)cc1 (centres undefined),·,·,-1,2,·,105,·,95,9
Cc1noc(NS(=O)(=O)c2ccc(NC(=O)COc3ccc(C#N)cc3)cc2)c1C,·,·,-2,0,·,105,·,105,-9
O=C(N/C(=C\c1ccco1)C(=O)N1CCCC(CO)C1)c1ccccc1 (centres undefined),18,0,-2,2,23,93,0.4,94,-8
Cc1ccc(S(=O)(=O)Nc2ccc3nc(-c4cccn4C)[nH]c3c2)cc1,18,8,3,0,16,100,-2.3,106,12
CCn1nnc(-c2ccc(N)cc2)n1,-1,0,7,0,4,99,-0.4,102,12
Cc1ccc(C(=O)c2ccccc2C(=O)OCC(=O)Nc2cccc([N+](=O)[O-])c2)cc1,3,1,1,0,6,94,-0.1,97,10
CCOC(=O)c1sc2nc(CN3CCCCC3)nc(Cl)c2c1C,-9,-5,-5,5,-16,98,0.9,92,18
Cc1cc(NC(=O)CSc2nc(=O)n3cc(Cl)ccc3n2)no1,5,2,6,4,6,111,-11,111,-7
C=CCN1C(=O)N(/C=C/C)c2cccc3cccc1c23,2,-3,8,1,5,105,2.9,101,-2
CC(=O)Nc1ccc(N2C(=O)CSC2c2cccc(Br)c2)cc1 (centres undefined),13,-1,2,1,3,103,3.4,102,-5
c1ccc(CN2CCC3(CC2)Nc2ccccc2S3)cc1,9,-2,-6,3,7,103,-1.8,99,11
CCCCNC(C(=O)Nc1ccc([N+](=O)[O-])cc1Br)c1ccccc1 (centres undefined),3,0,-1,0,9,114,-1.6,112,-16
COc1ccc(C(=O)NCc2ccncc2)cc1S(=O)(=O)NCc1ccc(Cl)cc1,-5,·,2,0,6,99,·,83,2
COc1ccc(CCN2C(=NC(=O)CCC(=O)O)SC3CS(=O)(=O)CC32)cc1 (centres undefined),8,4,-2,0,6,108,-0.2,106,-19
Cc1ccc(C)c(N2CC(C(=O)OCC(=O)Nc3cc(C)on3)CC2=O)c1 (centres undefined),7,-2,-1,0,9,106,-3.4,109,-2
COc1cc2c(cc1OC)CN(C1CCCN(Cc3cc(Cl)ccc3O)C1)CC2 (centres undefined),4,-2,4,2,6,95,-0.5,98,-6
Cc1sc2nc(SCC(=O)N(C)Cc3ccccc3)n(-c3ccccc3)c(=O)c2c1C,2,-7,7,1,-1,99,-2.5,100,12
Cc1ccccc1Sc1c(C#N)c(-c2ccccc2)nn1C,3,-7,4,2,3,92,-0.4,93,-2
COc1ccc2c(c1)c(=O)oc1cc(OCC(=O)NC3CCCCC3)ccc12,19,1,-8,9,5,95,-1.3,·,1
CCC1CCCCN1S(=O)(=O)c1ccc([N+](=O)[O-])cc1 (centres undefined),8,2,-3,1,1,104,-0.3,100,0
Cc1sc2nc(SCC(=O)N(CCO)CCO)nc(N)c2c1C,2,-1,0,5,1,98,-0.8,97,-6
CCN(C(=O)COC(=O)c1ccc(C)c(S(=O)(=O)N2CCCCC2)c1)C1CCS(=O)(=O)C1 (centres undefined),-1,0,-3,0,-5,94,-0.3,101,4
Cc1cc([N+](=O)[O-])nn1CC(=O)N/N=C/c1ccccc1O,5,1,6,0,4,105,4.5,93,0
O=C(O)c1ccc(OCCn2ccnc2)cc1,3,-4,6,3,6,99,-1.7,94,-1
Cc1c(C)c2ccc(OC(C)C(=O)N3C[C@H]4C[C@@H](C3)c3cccc(=O)n3C4)c(C)c2oc1=O (some centres undefined),3,4,-6,0,4,105,2.1,106,-2
Cc1cccc(NC(=O)c2ccccn2)c1C,8,3,1,3,2,104,0.0,104,i
CSc1nnc(Cc2sc(-c3ccccc3)nc2-c2ccccc2)o1,-7,-1,0,2,-8,98,-1.3,109,9
COc1cccc(NC(=O)CNC(=O)N2CC(=O)Nc3ccccc32)c1,8,8,1,1,44*,97,-0.5,97,-2
O=[N+]([O-])c1ccc(N2CCCC2)cc1NC1CC1,-4,1,6,1,2,98,-0.1,103,-11
CCN(CC)S(=O)(=O)c1cc(C(=O)OCC(=O)NC2CCCc3ccccc32)ccc1C (centres undefined),0,1,-1,1,5,101,-0.4,97,16
Cc1ccc(-c2nc(CN(CC3CCC3)CC3CCCO3)c(C)o2)s1 (centres undefined),6,0,0,1,8,98,2.7,102,-19

Some of these compounds in order of formula weight, highest first.
SMILES,MCL1-BIM inh,Fam108B inh,GLD-1 TGE inh,GRK2 inh,BCLXL inh,AGP1 TOR yeast,MEX-5 binding,CIT2 TOR yeast,VLA-4 inh
CCN(C(=O)COC(=O)c1ccc(C)c(S(=O)(=O)N2CCCCC2)c1)C1CCS(=O)(=O)C1 (centres undefined),-1,0,-3,0,-5,94,-0.3,101,4
Cc1c(C)c2ccc(OC(C)C(=O)N3C[C@H]4C[C@@H](C3)c3cccc(=O)n3C4)c(C)c2oc1=O (some centres undefined),3,4,-6,0,4,105,2.1,106,-2
CCC1CCCCN1S(=O)(=O)c1ccc([N+](=O)[O-])cc1 (centres undefined),8,2,-3,1,1,104,-0.3,100,0

Next structures
SMILES,MCL1-BIM inh,Fam108B inh,GLD-1 TGE inh,GRK2 inh,BCLXL inh,AGP1 TOR yeast,MEX-5 binding,CIT2 TOR yeast,VLA-4 inh
CCc1nc2sc(C)c(C)c2c(=O)n1CCO,1,-3,4,0,6,101,-0.4,97,1
COc1ccc(CC(C(=O)Nc2cc(C)ccc2C)/C(N)=N/O)cc1 (centres undefined),-20,-4,6,0,-13,102,2.1,101,4
CCCN1CCN(CCCNC(=O)C2CCN(c3nnc(-n4cccc4)s3)CC2)CC1,2,0,-5,0,4,117,-2.8,114,-9
Cc1cc(C)c2c(n1)sc1c(=O)[nH]c(SCc3ccccc3)nc12,2,0,1,2,-1,107,0.2,115,-16
CC1CCCN(CC(=O)Nc2cc(S(=O)(=O)N3CCOCC3)ccc2N2CCCC2)C1 (centres undefined),-1,·,1,0,1,93,·,92,6
O=S1(=O)C=C(SCCN2CCCC2)c2ccccc21,10,2,-4,0,2,107,-1.9,102,-1
COc1ccc(CCNC(=O)Cn2c(=O)oc3cc(Cl)ccc32)cc1OC,4,-4,-8,1,5,105,2.5,111,-7
Cc1cc(Cl)ccc1NC(=S)NCCc1ccc(S(N)(=O)=O)cc1,12,1,7,3,-2,101,2.1,88,-4
O=C(Cc1ccc(Br)cc1)Nc1ccc(S(=O)(=O)Nc2ncccn2)cc1,6,0,3,1,-2,106,0.0,112,-6
CC1=C(C(N)=O)C(c2ccc(Br)cc2)n2nc(CCCO)nc2N1 (centres undefined),-29,-6,-41,0,-23,91,-0.5,114,i
CC1C/C(=N/NC(=O)c2ccc(CSc3nc4ccccc4[nH]3)cc2)CC(C)(C)C1 (centres undefined),10,1,-4,0,5,110,-0.5,111,11
C=CCNc1nc(-c2ccc(OC)cc2OC)cs1,6,4,-4,0,7,110,1.8,93,-1
CC(C)CC(COCc1ccc(F)cc1)N1CCN(C(=O)c2cccc(C(F)(F)F)c2)CCC1=O (centres undefined),5,-2,1,0,1,90,-0.7,82,21
CN(C)c1ccc(CNCCC2CCOC(C)(C)C2)cc1 (centres undefined),2,0,6,0,5,101,-0.8,95,4
COc1ccc(S(=O)(=O)N2CCCCCC2)cc1C(=O)OC(C)C(N)=O (centres undefined),-11,-1,0,0,-5,101,-3.3,93,-12
CCOC(=O)C1CCN(CC(O)COCc2cccs2)CC1 (centres undefined),8,2,6,0,2,102,-3.5,102,1
CC(NC(=O)Cc1ccccc1)c1ccc(F)cc1 (centres undefined),4,-1,0,0,-1,101,0.6,98,0
COc1ccc(CNC(=O)N2CCN(c3ccc(F)cc3)CC2)cc1,13,-3,-4,0,5,96,-2.7,100,-3
CC(C)(C)NC(=O)CSc1nnc(NC(=O)CCc2ccccc2)s1,-5,5,-8,14,4,92,1.4,102,-1
CCc1ccc(CN(C)C(=O)c2cc(COc3ccc(-n4cncn4)cc3)on2)cc1,6,-2,2,3,5,93,0.0,88,14
C/C(CC(=O)Nc1cccc(Cl)c1C)=N\NC(=O)Cc1csc(N)n1,16,-2,-4,0,7,100,-3.2,99,7
Cc1ccc(C(c2sc3nc(C)nn3c2O)N2CCN(c3ccccc3)CC2)cc1 (centres undefined),5,2,-1,0,2,87,0.8,·,-4
O=C(N/N=C/c1ccc2ncccc2c1)c1ccco1,14,-2,-2,0,8,96,1.6,98,2
COc1ccc(Oc2nc3c(c(=O)n(C)c(=O)n3C)n2C)cc1,-7,-2,1,4,6,94,-1.2,99,2
CCc1nnc(SCC(=O)NC2CCCCC2)nc1CC,5,0,0,0,0,·,-0.1,105,2

Rows are unselected; about 2.2% have a hit in one of these screens.
